# SENP1 FRET inh – human SENP1 catalytic domain inhibitors, primary screen, biochemical, FRET, uHTS | AID 624204, 2012 | inhibition, % at 10 µM | 360,000 compounds, 0.21% hits | Sentrin-specific protease 1 (Homo sapiens), Q9P0U3 | recombinant SENP1 catalytic domain, CyPet-SUMO1-YPet FRET cleavage;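 active means inhibition at least 30% at 10 µM, raw YFP signal under a set limit, fluorescence ratio 0.5 to 1.5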;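 further: 0% = enzyme with DMSO and 100% = no enzyme wells; some results filed as inactive read as strong as hits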
#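 Compound: 10 µM single point, 0.5% DMSO; Test system: hSENP1 catalytic domain, recombinant; Timing: 50 min reaction at room temperature; Technique: FRET, CFP and YFP emission; Control set: no-enzyme wells low, DMSO-plus-enzyme wells high control.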
# SENP8 block – human SENP8 protease inhibitors, primary screen, biochemical, fluorescence, Nedd8 protein substrate, uHTS; recombinant SENP8; inhibition, % at 20 µM; 360,000 compounds, 0.64% hits; AID 602440, 2012; in the data active means inhibition mostly above about 40%, no sharp cut-off; inactive means mostly below about 27%
# Target sequence (Q96LD8 whole entry, looked up): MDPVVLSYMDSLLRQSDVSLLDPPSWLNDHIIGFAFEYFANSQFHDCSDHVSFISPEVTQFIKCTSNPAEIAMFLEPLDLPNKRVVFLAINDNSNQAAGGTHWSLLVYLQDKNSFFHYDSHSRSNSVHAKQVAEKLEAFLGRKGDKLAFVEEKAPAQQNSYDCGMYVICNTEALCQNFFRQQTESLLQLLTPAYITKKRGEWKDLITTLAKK
# NR3A LBD binder – binders of NR3A ligand-binding domain, primary screen, biophysical, differential scanning fluorimetry, uHTS. Tm shift relative to glycine control, % at 25 µM. AID 1259313, 2017. Glutamate receptor ionotropic, NMDA 3A (GRIN3A) ligand-binding domain. NR3A LBD differential scanning fluorimetry, Tm shift; 0% = protein alone, 100% = glycine-bound protein. 340,000 compounds, 2.5% hits;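 active means melting temperature shift of at least 10% of the positive control shift, at one fixed dose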
# MPTP inh – mitochondrial permeability transition pore inhibitors, primary screen, biochemical, isolated mouse mitochondria, absorbance. Ca2+ swelling absorbance, 30 min. inhibition, % at 10 µM. 360,000 compounds, 1.4% hits. AID 602449, 2012;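 active means inhibition of 50% or more, scaled per plate between neutral and stimulator controls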;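 further: 0% = DMSO wells given calcium and 100% = 1 mM EGTA wells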
# ATG4B inh – ATG4B protease inhibitors, primary screen, biochemical, fluorescence, uHTS; 340,000 compounds, 0.51% hits; ATG4B cleavage of LC3-PLA2, NBD-HPC fluorescence, 1 h; inhibition, % at 8.33 µM; Cysteine protease ATG4B (Homo sapiens), Q9Y4P1; in the data active means inhibition above about 40%
# PfGluPho inh – PfG6PD enzyme inhibitors, primary screen, biochemical, fluorescence intensity, uHTS; AID 504690, 2011; inhibition, % at 20 µM; 350,000 compounds, 0.78% hits; PfGluPho enzyme, NADPH resazurin-diaphorase fluorescence;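 active means inhibition reaching at least a set limit at 20 µM in the primary screen, cut at about 59% in these data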;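 further: 0% = DMSO wells with substrate and 100% = DMSO wells lacking glucose-6-phosphate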
# SENP6 inh – SENP6 protease inhibitors, primary screen, biochemical, luminescence, uHTS; Sentrin-specific protease 6 (Homo sapiens), Q9GZR1; Recombinant SENP6 catalytic domain, aminoluciferin luminescence; inhibition, % at 10 µM; 330,000 compounds, 1.8% hits;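 active means inhibition above about 50% at the single tested dose, limit read from the data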;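 further: plate controls were DMSO wells with enzyme for no effect and DMSO wells lacking enzyme for full effect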
# hIAP act – human IAP activators, primary screen, biochemical, luminescence, uHTS. activation factor at 10 µM. 330,000 compounds, 0.16% hits. Intestinal-type alkaline phosphatase (Homo sapiens), P09923. purified human IAP, CDP-Star luminescence, 30 min; active compounds read high; 1 = vehicle-only enzyme, 0 = enzyme-free background;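 active means activation factor of the enzyme at least 2-fold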; further: the source names both 10 and 20 µM as test concentration; values of inactives mirror those of a sister screen read the other way
# Target sequence (P09923 whole entry, looked up): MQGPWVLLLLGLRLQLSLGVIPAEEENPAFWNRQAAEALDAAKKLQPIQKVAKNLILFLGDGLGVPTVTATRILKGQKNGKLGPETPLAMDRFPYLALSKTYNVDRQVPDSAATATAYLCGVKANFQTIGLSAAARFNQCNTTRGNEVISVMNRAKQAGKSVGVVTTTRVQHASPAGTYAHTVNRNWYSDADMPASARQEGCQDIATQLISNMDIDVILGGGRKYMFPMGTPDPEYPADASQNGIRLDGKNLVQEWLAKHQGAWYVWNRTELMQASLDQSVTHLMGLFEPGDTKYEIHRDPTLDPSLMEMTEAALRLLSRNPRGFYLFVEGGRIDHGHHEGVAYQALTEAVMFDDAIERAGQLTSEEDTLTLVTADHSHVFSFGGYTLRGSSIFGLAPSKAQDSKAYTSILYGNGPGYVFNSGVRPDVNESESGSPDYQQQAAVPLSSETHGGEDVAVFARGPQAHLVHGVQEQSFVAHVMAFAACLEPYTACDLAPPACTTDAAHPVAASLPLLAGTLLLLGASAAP
# Starred values were filed as active, the others as inactive; . = not tested or not shown.
SMILES,SENP1 FRET inh,SENP8 block,NR3A LBD binder,MPTP inh,ATG4B inh,PfGluPho inh,SENP6 inh,hIAP act
CCOC(=O)C(CC)/C(C)=N/NC(=O)c1ccccc1[N+](=O)[O-] (configuration not stated),1,10,1,0.7,-8,-11,-14,1.2
O=C(CCn1c(=O)c2ccccc2n(Cc2cccnc2)c1=O)NCc1ccc2c(c1)OCO2,0,9,-4,-0.6,1,-16,15,0.91
CCNC(=O)NC(=O)C(C)OC(=O)[C@H](C)NS(=O)(=O)c1c(C)c(C)cc(C)c1C (some centres not stated),1,3,2,0.2,-6,1,-8,1.2
Cc1ccc(NC(=O)C2CCCN(c3ncccn3)C2)c(C)c1 (configuration not stated),1,-90,-3,2.5,-1,8,23,0.85
COc1ccc(CCN(CC(=O)NC(C)(C)C)C(=O)Cn2nnc(-c3ccc(C)o3)n2)cc1OC,3,21,-1,-1.0,-2,7,-9,0.95
Cc1ccc(C)c(NC(=S)c2nc3ccccc3s2)c1,2,26,-7,0.3,1,17,-27,0.91
Fc1ccc2cnc(-c3ccccc3)c(-c3ccc(C(F)(F)F)cc3)c2c1,2,10,-10,2.7,14,15,2,1
CCOC(=O)c1c(/N=C/C2C(=O)CC(C)(C)CC2=O)sc2c1CCCC2,-25,-77,0,-0.8,12,10,8,0.92
O=C(Nc1cccc(C(F)(F)F)c1)c1ccco1,2,19,-3,5.1,-1,18,4,1.4
O=C(CNC(=O)c1ccc(-c2ccccc2)cc1)OCc1ccc(Br)cc1,0,2,-3,1.8,-11,6,.,.
Cc1ccc(C(=O)Nc2ccccc2SCC2CSc3nc4ccccc4c(=O)n32)cc1 (configuration not stated),2,20,0,-3.5,-4,-7,-4,1.1
OC[C@@H]1CCCN1Cc1nc(-c2cccs2)no1,-5,-2,1,0.2,4,13,2,0.97
CCCCCN(C(=O)COC(=O)COc1c(C)cc(C)cc1C)c1c(N)n(CCCC)c(=O)[nH]c1=O,-1,-6,0,0.0,-7,-46,-3,1.1
NS(=O)(=O)c1ccc(CCNc2ncnc3sccc23)cc1,-44,-32,19*,74*,-14,0,-13,0.91
Cn1nc(C(=O)N2CCN(S(=O)(=O)c3ccc(Cl)cc3)CC2)c2ccccc2c1=O,0,14,-1,1.0,-3,17,-5,1.1
Cn1cccc1C(=O)Nc1ccc(Cl)c(S(=O)(=O)N2CCCCC2)c1,-2,-20,-3,-0.6,-5,43,-2,0.98
CCOC(=O)C1CCCN(C(=O)c2ccco2)C1 (configuration not stated),2,9,0,-0.8,-2,-2,-13,1.1
COc1cccc(NC(=S)NC(=O)c2c(Cl)c(C)nn2C)c1,1,34,-1,-1.0,4,-11,3,1.1
COc1ccc(NC(=O)CN2CCCCC2)cc1,1,33,1,-0.2,-3,-13,-14,1.1
COc1cccc(OC)c1OCCCSc1nc(C)cc(=O)[nH]1,1,7,-1,-0.3,-1,-20,-7,1.1
O=C(CNS(=O)(=O)c1ccc(Br)cc1)Nc1ccc2c(c1)OCCO2,2,17,3,-0.1,2,4,1,0.93
O=C(CCS(=O)(=O)Cc1ccccc1)NCC1CCCO1 (configuration not stated),0,14,0,-0.4,0,-6,6,0.97
CCOc1ccccc1OCC(=O)OCc1csc(CC(=O)Nc2ccccc2C)n1,-5,1,-2,-0.7,-11,0,-27,1.2
COc1ccc(S(=O)(=O)N2CCOCC2)cc1NC(=O)C1CC1,0,12,-3,-0.2,-5,-7,-9,1.2
O=C(CSc1nnc(-c2ccc(S(=O)(=O)N3CCCC3)cc2)o1)NCc1ccccc1,1,9,-3,0.9,-1,-9,5,0.94
COc1ccc(N(C(C)=O)c2nc(C)cc(C)c2C#N)c(OC)c1,1,13,3,0.9,-2,-8,-7,1.1
O=C(Nc1ccc(Cl)cc1)C1CC2CCCC(C1)C2=O (configuration not stated),4,10,0,0.0,-3,6,-2,1
CCCCOc1ccc(C(=O)Nc2ccc(C)cc2[N+](=O)[O-])cc1,-8,12,2,4.2,-2,0,-3,0.96
COc1ccc(S(=O)(=O)NCC(c2cccnc2)N2CCN(Cc3ccccc3)CC2)cc1 (configuration not stated),-4,4,2,-0.1,-10,19,0,1.1
COc1cccc(O)c1CN1CCCC(C(=O)c2cccc(C(F)(F)F)c2)C1 (configuration not stated),1,7,-2,7.2,5,9,-16,0.91
N#C/C(=C/c1ccc(-c2cc([N+](=O)[O-])ccc2Cl)o1)C(N)=O,24,3,2,1.9,7,3,-6,0.91
COC(=O)CCCCCN1C(=O)NC(C2CC2)C(C(=O)OCc2ccccc2)=C1C (configuration not stated),0,0,2,4.8,-1,4,-3,1
CC(C)OC(=O)c1c(N)n(CCCN2CCOCC2)c2nc3ccccc3nc12,-88,-457,1,1.9,-8,-2,3,0.84
Cc1cccc(NS(=O)(=O)c2cc3c4c(c2)CCC(=O)N4CCC3)c1,1,8,-3,0.3,4,-15,-10,1.1
O=C(/C=C/c1cccc([N+](=O)[O-])c1)N1CCN(c2ccccc2F)CC1,2,11,-3,2.0,13,3,-6,1
COCCCNC(=O)/C(C#N)=C/c1cc(C)[nH]c1C,-5,-49,1,1.0,-7,-2,-4,0.97

# NR3A LBD binder: entries above that show a hit
SMILES,SENP1 FRET inh,SENP8 block,NR3A LBD binder,MPTP inh,ATG4B inh,PfGluPho inh,SENP6 inh,hIAP act
NS(=O)(=O)c1ccc(CCNc2ncnc3sccc23)cc1,-44,-32,19*,74*,-14,0,-13,0.91

# Three entries from above, sorted by count of non-hydrogen atoms, highest first.
SMILES,SENP1 FRET inh,SENP8 block,NR3A LBD binder,MPTP inh,ATG4B inh,PfGluPho inh,SENP6 inh,hIAP act
CC(C)OC(=O)c1c(N)n(CCCN2CCOCC2)c2nc3ccccc3nc12,-88,-457,1,1.9,-8,-2,3,0.84
CCCCOc1ccc(C(=O)Nc2ccc(C)cc2[N+](=O)[O-])cc1,-8,12,2,4.2,-2,0,-3,0.96
O=C(Nc1ccc(Cl)cc1)C1CC2CCCC(C1)C2=O (configuration not stated),4,10,0,0.0,-3,6,-2,1

# 13 compounds out of the list, arranged by number of heavy atoms, rising:
SMILES,SENP1 FRET inh,SENP8 block,NR3A LBD binder,MPTP inh,ATG4B inh,PfGluPho inh,SENP6 inh,hIAP act
COCCCNC(=O)/C(C#N)=C/c1cc(C)[nH]c1C,-5,-49,1,1.0,-7,-2,-4,0.97
O=C(Nc1ccc(Cl)cc1)C1CC2CCCC(C1)C2=O (configuration not stated),4,10,0,0.0,-3,6,-2,1
O=C(CCS(=O)(=O)Cc1ccccc1)NCC1CCCO1 (configuration not stated),0,14,0,-0.4,0,-6,6,0.97
N#C/C(=C/c1ccc(-c2cc([N+](=O)[O-])ccc2Cl)o1)C(N)=O,24,3,2,1.9,7,3,-6,0.91
COc1ccc(S(=O)(=O)N2CCOCC2)cc1NC(=O)C1CC1,0,12,-3,-0.2,-5,-7,-9,1.2
CCCCOc1ccc(C(=O)Nc2ccc(C)cc2[N+](=O)[O-])cc1,-8,12,2,4.2,-2,0,-3,0.96
O=C(CNS(=O)(=O)c1ccc(Br)cc1)Nc1ccc2c(c1)OCCO2,2,17,3,-0.1,2,4,1,0.93
O=C(/C=C/c1cccc([N+](=O)[O-])c1)N1CCN(c2ccccc2F)CC1,2,11,-3,2.0,13,3,-6,1
COc1cccc(O)c1CN1CCCC(C(=O)c2cccc(C(F)(F)F)c2)C1 (configuration not stated),1,7,-2,7.2,5,9,-16,0.91
CC(C)OC(=O)c1c(N)n(CCCN2CCOCC2)c2nc3ccccc3nc12,-88,-457,1,1.9,-8,-2,3,0.84
COC(=O)CCCCCN1C(=O)NC(C2CC2)C(C(=O)OCc2ccccc2)=C1C (configuration not stated),0,0,2,4.8,-1,4,-3,1
O=C(CSc1nnc(-c2ccc(S(=O)(=O)N3CCCC3)cc2)o1)NCc1ccccc1,1,9,-3,0.9,-1,-9,5,0.94
COc1ccc(S(=O)(=O)NCC(c2cccnc2)N2CCN(Cc3ccccc3)CC2)cc1 (configuration not stated),-4,4,2,-0.1,-10,19,0,1.1

# (continued)
SMILES,SENP1 FRET inh,SENP8 block,NR3A LBD binder,MPTP inh,ATG4B inh,PfGluPho inh,SENP6 inh,hIAP act
COC(=O)c1ccc(NC(=O)c2ccc3nc(C)sc3c2)cc1,-1,-7,-1,1.8,-12,13,9,0.9
CCNS(=O)(=O)c1ccc(OC)c(C)c1,2,8,3,-0.2,0,-14,-14,1.1
CS(=O)(=O)N1CCN(c2ccc(NC(=S)NC(=O)c3ccccc3[N+](=O)[O-])cc2)CC1,1,17,1,0.1,7,-8,2,0.98
S=C(NC1CC1)SCc1ccco1,-8,16,1,-2.0,-7,6,-10,1
Cc1oc(-c2cc(F)ccc2F)nc1CN1CCN(c2ncnc3ccccc23)CC1,-7,-30,-1,0.6,12,6,-3,1.2
COc1ccc(OC)c(S(=O)(=O)N2CCC(C(=O)Nc3ccccc3)CC2)c1,0,4,0,0.8,-7,-2,5,1.2
CCc1nc(C)cc2c1sc1ccccc12,-2,16,-1,1.0,-5,5,-13,1
COc1ccc(C2=NOC(Cn3nc(C(=O)NCc4cccc(C(F)(F)F)c4)cc3-c3ccccc3)C2)cc1 (configuration not stated),2,11,-1,1.2,67*,-9,-6,0.95
COc1ccc(C(=O)COC(=O)c2ccccc2O)c(OC)c1,-5,-20,-2,-0.3,10,-3,51*,1.1
Cc1nc(CS(=O)c2ccccc2)cc(N2CCOCC2)n1 (configuration not stated),3,17,-8,-2.3,-4,-11,6,1.1
COCc1nnc(NC(=O)c2ccc(Cl)cc2[N+](=O)[O-])s1,2,11,0,3.3,11,8,1,0.98
Cc1cc(OC(C)C(=O)NCc2cccnc2)c2c(C)c(C)c(=O)oc2c1 (configuration not stated),1,-331,0,-0.6,-3,1,9,1
